# From PubChem BioAssay
# Lipid storage S3 = qHTS Assay for Lipid Storage Modulators in Drosophila S3 Cells | Potency in µM for hits, for the others lipid storage change, negative = inhibition, % at the top dose, mostly 46.1 µM | AID 2685 | 0.64% of 320,000 active | Drosophila S3 cells, BODIPY lipid droplet fluorescence, 18-24 h; cells fed with added oleic acid; active = well fitted inhibition curve with a large enough effect in the signal ratio, with a control signal flat, not every such curve was filed as active; inconclusive = small, poorly fitted or top-dose-only effect, or effect the other way, or a change in a side signal; the % refers to the signal ratio
#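 Drosophila S3 cells loaded with oleic acid (400 uM, as added) and compounds at several concentrations; lipid droplets imaged by 488-nm laser-scanning cytometry, 500–530 nm intensity and object ratio to cell channel. Percent activity normalized to 20 uM Triacsin C.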
# Lipid storage S3 cell count max = further read-out of Lipid storage S3, marked with its call; cell number change, %; measured here: cell count max response;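 cells counted by Cell Tracker Red CMTPX staining in the red channel; peak over a dose series mostly up to 46.1 µM; percent activity relative to internal control wells on each plate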
# Numbers without * were called inactive; i = inactive; ? = inconclusive; . = not tested or not shown. % is set by controls: 0 for no effect and ±100 for the full control effect; potency is the fitted concentration of half-maximal effect.
# Below each SMILES – Lipid storage S3, Lipid storage S3 cell count max
COCCNC(=O)Cn1cnc2c(cnn2-c2ccc(C)cc2)c1=O
→ ?, .
CCN(CC)CCNC(=O)Cn1c(-c2ccccn2)nc2ccccc21
→ i, 3.1
O=C1COc2cc(ccc2[N+](=O)[O-])Oc2ccc(cc2Cl)C(=O)CCCCO1
→ 8.7%, -8.6
CCOc1cc(NC(=S)Nc2ccccc2OC)c(OCC)cc1NC(=O)c1ccccc1C
→ ?, .
O=C(CN1C(=O)NC2(CCCC2)C1=O)OCc1ccc(Cl)c(Cl)c1
→ ?, .
Cc1ccccc1Nc1sc(C(=O)Nc2cccc(Cl)c2)c(N)c1C(N)=O
→ ?, .
Cc1noc(C)c1COc1cccc(C(=O)OC(C)C(=O)Nc2c(C)n(C)n(-c3ccccc3)c2=O)c1 (centres undefined)
→ 5.4%, -8.5
C=CCn1cc(C(=O)NCc2cccnc2)c(=O)c2cc(S(=O)(=O)N(CC)CC)ccc21
→ ?, .
COc1ccc(C(CNC(=O)COc2cccc(C)c2)N2CCCC2)cc1 (centres undefined)
→ i, -4.6
CC(C)OC(=O)CC(=O)CSc1nc2c(cc1C#N)CCCCC2
→ ?, .
O=C(CCc1ccncc1)N1CCCC(Nc2ccc(F)c(F)c2)C1 (centres undefined)
→ i, -5.0
Cc1cc(Cl)ccc1C(=O)C1CCCN(C(=O)c2cnsn2)C1 (centres undefined)
→ ?, .
Cc1cccc(C(=O)NC(=O)Nc2c(C)cc(C)nc2C)c1
→ ?, .
O=C(NCc1cccnc1)c1cccc(S(=O)(=O)N2CCOCC2)c1
→ ?, .
CCCCOc1ccc(C2C3CN(C(=O)OCC)CC=C3C(C#N)=C(N)C2(C#N)C#N)cc1OC (centres undefined)
→ ?, .
COc1ccc(-c2cc(C(F)(F)F)nc(N3CCN(C)CC3)n2)cc1
→ ?, .
CCc1ccc(C(=O)C(C)OC(=O)Cc2n[nH]c(=O)c3ccccc23)cc1 (centres undefined)
→ 13µM*, -26.4*
COc1cc(NC(=O)CN(C)S(=O)(=O)c2cccs2)cc(OC)c1
→ i, 14.1
Cc1ccc(-c2csc(N)n2)s1
→ i, 2.7
O=C(NNS(=O)(=O)c1ccc(F)cc1)c1cnn(-c2ccccc2)c1C(F)(F)F
→ -3.8%, -3.6
COc1ccccc1N1CCNC(C)C1=O (centres undefined)
→ i, -0.4
CCOC(=O)C(=O)NNc1ccc(C)cc1
→ 17.3%, 5.0
O=C1OC(/C=C/c2ccc(Cl)cc2Cl)=NC/1=C\c1cccs1
→ ?, .
CS(=O)(=O)Nc1ccc(C2=NN(S(C)(=O)=O)C(c3ccc4c(c3)OCO4)C2)cc1 (centres undefined)
→ ?, .
COc1ccc(NC(=O)c2oc3ccccc3c2NC(=O)c2ccco2)c(OC)c1
→ -16.0%, -16.3
CCOc1[nH]n(-c2ccc(Cl)cc2)c(=O)c1C=NCC(=O)OC
→ ?, .
CC(C)c1ccc(OCC(O)CN2CCN(c3ccccc3)CC2)cc1 (centres undefined)
→ ?, .
Nc1c(-c2cccc(Cl)c2)cnc2c(-c3ccccc3)cnn12
→ -3.6%, -1.5
O=c1c2ccccc2nnn1CSc1nnc(C2COc3ccccc3O2)n1-c1ccccc1 (centres undefined)
→ ?, .
CC1(C)SC(=S)N(/N=C/c2ccccc2)C1N(O)C(=O)Nc1ccc([N+](=O)[O-])cc1 (centres undefined)
→ ?, .

# Part of the list above in order of count of non-hydrogen atoms, largest number first:
# Below each SMILES – Lipid storage S3, Lipid storage S3 cell count max
CS(=O)(=O)Nc1ccc(C2=NN(S(C)(=O)=O)C(c3ccc4c(c3)OCO4)C2)cc1 (centres undefined)
→ ?, .
CCOc1[nH]n(-c2ccc(Cl)cc2)c(=O)c1C=NCC(=O)OC
→ ?, .
COc1ccccc1N1CCNC(C)C1=O (centres undefined)
→ i, -0.4

# Additional structures follow:
# Below each SMILES – Lipid storage S3, Lipid storage S3 cell count max
O=C(NC1CCCCCC1)c1cccc(COCC(F)(F)F)c1
→ 0.9%, -16.9
CCOc1ccc(C2N(c3ccc(OC)cc3)C(=O)C3CCCN32)cc1OC (centres undefined)
→ ?, .
CCN(CC)S(=O)(=O)c1cccc(C(=O)N[C@@H](C)c2nc3ccccc3[nH]2)c1
→ -23.4%, -16.7
O=C(/C=C/c1ccccc1)c1ccc2c3c(cccc13)CC2
→ ?, .
COC(=O)c1cc(=O)nc2sc3cc(OC)ccc3n12
→ ?, .
Cc1ccc(NC(=O)C(C)c2cccc(C(=O)c3ccccc3)c2)cc1 (centres undefined)
→ -25.5%, .
CC1(C)CC(/C=C/c2ccccc2)=Nc2ccccc2N1
→ ?, .
O=C(c1ccc(N2CCN(C(=O)c3ccccc3)CC2)cc1)c1cccc(F)c1
→ 2.06µM*, 0.9*
COC(=O)C(CC(C)C)NC(=O)/C=C/c1ccccc1Cl (centres undefined)
→ ?, .
COCCCNC(=O)c1ccccc1C(F)(F)F
→ -12.1%, -3.3
CC(C)(C)C(=O)/C=C/Nc1ccccc1O
→ ?, .
CC(C)(C)c1cc(C(=O)Nc2cccnc2)cc(C(=O)Nc2cccnc2)c1
→ -1.3%, 9.1
CCOC(=O)N/N=C1\CC(C)S(=O)(=O)c2ccc(Cl)cc21 (centres undefined)
→ 5.4%, 12.1
O=C(NCCCl)c1ccc(OCc2ccccc2)cc1Cl
→ ?, .
O=S(=O)(c1cccs1)N1CCN(c2cccc(Cl)c2)CC1
→ ?, .
CC(C)(CO)NC(=O)c1ccc2nc(Cc3cccc(Cl)c3)oc2c1
→ 4.8%, -2.0
CCN(c1ccccc1)S(=O)(=O)c1ccc2[nH]cc(C(=O)N3CCOCC3)c(=O)c2c1
→ 10.5%, 1.0
Cn1c2c(c(=O)n(C)c1=O)C1(C(=O)Nc3ccccc31)C(C#N)=C(N)O2 (centres undefined)
→ ?, .
CC(=O)Nc1ccc(CN2CCN(C3CCCCC3)C(CCO)C2)cc1 (centres undefined)
→ ?, .
O=C(N/N=C/C(Br)=C/c1ccccc1)c1n[nH]c2c1CCC2
→ ?, .
COc1cc(OC)nc(Oc2cc(C=O)ccc2OC)n1
→ -23.2%, -22.5
NC(=S)N/N=C/c1cccc(/C=N/NC(N)=S)c1
→ 0.0%, 14.1
CCOC(=O)CSc1nnc(CNC(=O)c2cc(OCC)c(OCC)c(OCC)c2)n1C
→ -1.6%, 9.0
O=[N+]([O-])c1ccccc1CSc1ccccn1
→ 11.0%, 8.2
Cc1ccc(N2C(=O)CCC2(C#N)c2ccccc2)cc1 (centres undefined)
→ 15.1%, 6.9
CCOc1ccc(-n2c(=O)c3c4c(sc3n(CC(=O)NCCCOC)c2=O)CCCCC4)cc1
→ 1.8%, 25.1
Cc1ccc(Cc2cnc(NC(=O)/C(C#N)=C/c3ccc(-c4ccc([N+](=O)[O-])cc4)o3)s2)cc1
→ 18.8%, .
O=C(CCC(=O)OCCCC(F)(F)C(F)(F)F)NC1CCCCC1
→ ?, .
CCc1ccc(NC(=O)CCc2nc3ccccc3[nH]2)cc1
→ 9.5%, .
Cc1noc(C)c1C(=O)Nc1ccc(-n2ccc(C(F)(F)F)n2)cc1
→ -3.3%, 1.0
CCCCNC(=S)N/N=C/c1ccc(C#N)cc1
→ ?, .
CCOC(=O)C1C(=O)NC(N2CCN(Cc3ccccc3)CC2)=NC1c1ccco1 (centres undefined)
→ ?, .
CCn1cc(CN2CCC(n3nccc3NC(=O)CCOc3ccccc3)CC2)cn1
→ i, -7.0
CCCN(c1ccc(OCC)cc1)S(=O)(=O)c1ccc2c(c1)NC(=O)CO2
→ i, -16.2
C/C(=N\N=C1\NC(=O)C(CC(=O)O)S1)c1ccccn1 (centres undefined)
→ 2.5%, 14.8
Cc1ncc([N+](=O)[O-])n1CC(=O)NC1CCCC1
→ ?, .
Cc1occc1C(=O)NCCCCNC(=O)c1ccoc1C
→ ?, .
Cc1c(NC(=O)c2cccs2)c(=O)n(-c2ccccc2)n1C
→ -4.7%, 0.8
Cn1c(Cn2nnc3ccccc32)nnc1SCC(=O)Nc1ccc2c(c1)OCO2
→ i, 16.5
CC(=O)Nc1ccc(NC(=O)C(C)OC(=O)c2cccs2)cc1 (centres undefined)
→ ?, .
N#C/C(=C(/O)CCl)c1nc2c(s1)CCc1ccccc1-2
→ ?, .
O=C(O)CCS(=O)(=O)Cc1cccc(Cl)c1
→ ?, .
CCOCCCNCc1cccc(OCc2ccc(F)cc2)c1
→ ?, .
O=C(Nc1nccs1)c1sc2ccccc2c1Cl
→ ?, .
CC(C)CCNC(=O)C(=O)NC1CCCC1
→ -4.9%, -3.6
Cc1cc(NCCCCO)n2c(nc3ccccc32)c1C#N
→ i, .
CCN(Cc1ccccc1)C(c1ccc(C)cc1)c1nnnn1C(C)(C)C (centres undefined)
→ ?, .
O=C(C1CCCO1)N1CCN(C(=S)Nc2ccc(Br)cc2)CC1 (centres undefined)
→ ?, .
S=C1NCN(Cc2ccco2)CN1c1cccc2ccccc12
→ -18.0%, 1.5
Cc1ccc(N(CC(=O)NCCSc2ccccn2)S(=O)(=O)c2ccc(F)cc2)cc1
→ 4.9%, 12.6
CCCc1cc(=O)[nH]c(SCc2cccnc2)n1
→ -11.8%, 0.3
COc1cccc(CN2C(=O)N(C(C)C)C(N(O)C(=O)NC(C)C)C2(C)C)c1OC (centres undefined)
→ -4.5%, -1.0
CCN(CC)CCN(Cc1cc2cc(C)cc(C)c2[nH]c1=O)C(=S)NCc1ccco1
→ i, 15.4
CC(C)CCOc1ccc(/C=N/N2C(=O)CSC2=S)cc1
→ ?, .
O=S(=O)(c1cccc(-c2nnc(SC(F)F)n2-c2ccccc2)c1)N1CCCCC1
→ 8.9%, -28.8
O=C(/C=C/c1cccc(OCc2ccccc2)c1)c1cccnc1
→ ?, .
CN(Cc1c(F)cccc1Cl)C(=O)CCc1c[nH]c2ccccc12
→ ?, .
Cc1ccc(S(=O)(=O)N2CCN(C(=O)c3ccc4ccccc4n3)CC2)c(C)c1
→ ?, .
O=C(Nc1cccc(Cl)c1)N1CCN(c2ncccn2)CC1
→ ?, .
CCOC(=O)c1sc2nc(C)nc(N3CCCCC3C)c2c1C (centres undefined)
→ -6.3%, -17.0

# 2 compounds drawn at random from those above:
# Below each SMILES – Lipid storage S3, Lipid storage S3 cell count max
CC(C)CCOc1ccc(/C=N/N2C(=O)CSC2=S)cc1
→ ?, .
CCN(CC)CCN(Cc1cc2cc(C)cc(C)c2[nH]c1=O)C(=S)NCc1ccco1
→ i, 15.4

# Going on with the list.
# Below each SMILES – Lipid storage S3, Lipid storage S3 cell count max
Nc1c(C(=O)Nc2ccc3c(c2)OCCO3)nnn1Cc1ccc(Cl)cc1
→ ?, .
COCc1ccc(CN2CCCC(CCC(=O)NCc3cccc(OC)c3)C2)o1 (centres undefined)
→ ?, .
c1ccc(N2OCC3Cn4c(nc5ccccc54)C32)cc1 (centres undefined)
→ ?, .
CC(C)Oc1ccc(C2CNC(=O)C2)cc1 (centres undefined)
→ -4.5%, -2.4
Cc1onc(-c2ccccc2)c1C(=O)/C=C/N(C)C
→ -2.4%, 16.4
COc1ccc(N(CC(=O)NCc2ccc(C)cc2)S(=O)(=O)c2c(C)noc2C)cc1
→ ?, .
COc1cccc(C(=O)CSc2nnc(-c3cc(OC)c(OC)c(OC)c3)o2)c1
→ -3.7%, 0.4
CSCCC1COC(c2cccs2)=N1 (centres undefined)
→ ?, .
COc1ccc2[nH]c3c(=O)n(Cc4ccco4)cnc3c2c1
→ -14.3%, -29.5
COc1cccc(-c2nc(NCc3ccco3)c3ccccc3n2)c1O
→ ?, .
COc1ccc(S(=O)(=O)N(C)c2ccc(C(=O)N3CCCC3)cc2)cc1OC
→ 0.326µM*, -7.1*
Cc1ccc(CN(C)C(=O)CCNS(=O)(=O)c2ccccc2)o1
→ 11.4%, 6.0
Cc1ccc(C(=O)N(Cc2ccccc2)C(C)(C)C)cc1C
→ -1.3%, 12.1
CCCCc1ccc(-c2csc(/C(C#N)=C/c3ccc(C)o3)n2)cc1
→ ?, .
Cc1ccccc1C(=O)NC[C@@H]1CCCN2CCCC[C@H]12
→ ?, .

# The list goes on, starting with the last four of the part before.
# Below each SMILES – Lipid storage S3, Lipid storage S3 cell count max
Cc1ccc(CN(C)C(=O)CCNS(=O)(=O)c2ccccc2)o1
→ 11.4%, 6.0
Cc1ccc(C(=O)N(Cc2ccccc2)C(C)(C)C)cc1C
→ -1.3%, 12.1
CCCCc1ccc(-c2csc(/C(C#N)=C/c3ccc(C)o3)n2)cc1
→ ?, .
Cc1ccccc1C(=O)NC[C@@H]1CCCN2CCCC[C@H]12
→ ?, .
CCc1cc(=O)oc2cc(OCC(=O)O)c(Cl)cc12
→ ?, .
O=C(CSc1nnc(-c2cccs2)n1-c1ccccc1)N1CCN(C(=O)c2ccco2)CC1
→ -3.1%, -11.8
CSc1ncccc1C(=O)NCc1ccc(C)cc1
→ ?, .
COc1cccc(CNC(=O)C2CCN(S(=O)(=O)c3cnc[nH]3)CC2)c1
→ ?, .
CC1CCN(c2ccc3nnc(CCC(=O)N4CCN(c5ccc(F)cc5)CC4)n3n2)CC1
→ ?, .
COC(=O)c1ccccc1NC(=O)c1cc(C)no1
→ ?, .
Cc1cc(C)cc(NC(=O)CC23CC4CC(C2)CC(n2nnc(C)n2)(C4)C3)c1
→ ?, .
COc1ccc(CCNC(=O)CSc2ccc(-c3ccccc3)nn2)cc1
→ -1.4%, 2.9
CCN(CC)S(=O)(=O)c1cc(C)c(C)cc1OCC(=O)NC1CCCC1
→ ?, .
O=C(CC1CCCC1)N1CCCC(Nc2cccc(F)c2)C1 (centres undefined)
→ -26.2%, -12.3

# These rows are one share of the data. The share of hits here may be higher or lower than overall.
